MEX-5 binding = MEX-5 zinc finger RNA-binding disruptors – biochemical, C. elegans, fluorescence polarization, MLPCN library, primary screen; activity score (negative = inhibition of binding), % at 10 µM; MEX-5/FITC-TCR2 RNA binding; stronger effect = lower value; 300,000 compounds, 0.38% hits; Zinc finger protein mex-5 (Caenorhabditis elegans), Q9XUB2;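 active means inhibition past about -25% in most replicates, and total fluorescence under double the plate's negative control median, limit read from the data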;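 further: 0% = DMSO and -100% = 5 µM competing unlabeled TCR2 RNA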
Fam108B counter = mouse Fam108B serine hydrolase inhibitors, primary screen, counter-screen for RBBP9 inhibitor project, biochemical, fluorescence polarization. recombinant Fam108B, FP-Rh probe fluorescence polarization. 300,000 compounds, 0.33% hits. inhibition, % at 9.51 µM;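 active means inhibition above the screen mean inhibition plus 3 SD, computed separately per campaign, cut at about 18% in these data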;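 further: inhibitors lower polarization as less probe binds the enzyme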
MCL1-BIM inh = inhibitors of MCL1 binding to BIM-BH3, primary screen, biochemical, fluorescence polarization | Induced myeloid leukemia cell differentiation protein Mcl-1 (Homo sapiens), Q07820 | inhibition, % at 10.9 µM | GST-MCL1 / FITC-Bim-BH3 fluorescence polarization | AID 2057, 2009 | 320,000 compounds, 0.68% hits;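 active means inhibition above the mean inhibition of all tested compounds plus 3 SD, set per campaign, cut at about 40% in these data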;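 further: 0% = DMSO wells and 100% = unlabeled Bim-BH3 peptide control; higher means more loss of mP so more displacement of Bim peptide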
TPT1 inhibitor = Candida albicans TPT1 enzyme inhibitors, primary screen, biochemical, fluorescence polarization. recombinant caTPT1, FP RNA substrate dephosphorylation. inhibition, % at 5 µM. AID 1962, 2009. 300,000 compounds, 0.81% hits. tRNA 2'-phosphotransferase TPT1 (Candida albicans SC5314);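 active means inhibition above the mean of all tested compounds plus 3 SD, set per screening campaign, cut at about 24% in these data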;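 further: plate controls were DMSO alone for no effect and ferristatin control at 100 nM for full effect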
BCLXL inh = inhibitors of human Bcl-xL, primary screen, biochemical, fluorescence polarization, HTS; Bcl-2-like protein 1 (Homo sapiens), Q07817; GST-Bcl-xL / FITC-Bim BH3 peptide fluorescence polarization; inhibition, % at 10.9 µM; 320,000 compounds, 0.7% hits; AID 2129, 2009;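 active means inhibition above the mean of all tested compounds plus 3 SD, cutoff set per campaign, cut at about 30% in these data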;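 further: 0% = DMSO wells and 100% = unlabeled Bim-BH3 peptide competitor; inhibitors lower millipolarization by displacing the labeled peptide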
GLD-1 TGE inh = GLD-1/TGE RNA complex disruptors, primary screen, biochemical, fluorescence polarization; inhibition, % at 5.96 µM; AID 2280, 2010; Female germline-specific tumor suppressor gld-1 (Caenorhabditis elegans), Q17339; 320,000 compounds, 0.44% hits; purified GLD-1 + fluorescein TGE RNA;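 active means percent inhibition above a per-plate cutoff, the plate mean of test compounds plus 3 SD, cut at about 30% in these data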;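 further: 0% = DMSO wells with GLD-1 and probe and 100% = wells lacking GLD-1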
PME-1 primary = PME-1 inhibitors via competitive probe labeling, primary screen, biochemical, fluorescence polarization, FP-Rh probe, HTS; Protein phosphatase methylesterase 1 (Homo sapiens), Q9Y570; recombinant PME-1; inhibition, % at 5.9 µM; 320,000 compounds, 0.53% hits;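 active means inhibition above the campaign mean of all compounds plus 3 SD, cut at about 26% in these data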;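 further: competitive labeling of PME-1 active site by serine hydrolase directed probe; 0% = PME-1 with DMSO and 100% = wells lacking PME-1 enzyme; inhibitors block probe labeling so polarization falls and inhibition rises; many of its hits are not listed in these tables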
Target sequence (Q9Y570 whole entry, looked up): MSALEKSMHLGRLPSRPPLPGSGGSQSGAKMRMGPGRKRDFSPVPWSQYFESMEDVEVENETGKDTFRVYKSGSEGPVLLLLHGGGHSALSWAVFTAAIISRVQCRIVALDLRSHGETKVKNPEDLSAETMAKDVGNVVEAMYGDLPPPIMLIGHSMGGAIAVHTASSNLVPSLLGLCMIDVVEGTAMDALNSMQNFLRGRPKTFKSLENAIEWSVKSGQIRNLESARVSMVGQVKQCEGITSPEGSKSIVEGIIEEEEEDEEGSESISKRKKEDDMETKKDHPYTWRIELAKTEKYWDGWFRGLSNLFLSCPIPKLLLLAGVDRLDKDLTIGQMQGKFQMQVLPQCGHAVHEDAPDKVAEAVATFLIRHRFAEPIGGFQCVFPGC
GSTO1 inh = inhibitors of recombinant GSTO1, primary screen, counter-screen for RBBP9 inhibitor project, biochemical, fluorescence polarization. Glutathione S-transferase omega-1 (Homo sapiens), P78417. activity-based probe fluorescence polarization. inhibition, % at 5.96 µM. 300,000 compounds, 1.1% hits. AID 1974, 2009;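 active means inhibition above the campaign mean inhibition plus 3 SD, cut at about 35% in these data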;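 further: 0% = GSTO1-1 with DMSO and 100% = wells lacking GSTO1-1 enzyme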
PAD4 FP inh = human PAD4 inhibitors, primary screen, biochemical, fluorescence polarization, 1536-well format. Protein-arginine deiminase type-4 (Homo sapiens), Q9UM07. recombinant PAD4, RCA probe fluorescence polarization. inhibition, % at 6.36 µM. 330,000 compounds, 0.41% hits;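 active means percent inhibition above a cutoff equal to the mean of all tested compounds plus 3 SD, cut at about 15% in these data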;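 further: 0% = PAD4 with RCA probe and DMSO and 100% = probe without PAD4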
Active calls of the source: *. This is a subset; count on the stated rates, not on these rows.

| nr | Compound | MEX-5 binding | Fam108B counter | MCL1-BIM inh | TPT1 inhibitor | BCLXL inh |
| --- | --- | --- | --- | --- | --- | --- |
| 1 | O=C(Nc1cccc2cccnc12)c1cccc([N+](=O)[O-])c1 | -1.5 | -1 | 1 | 0 | 0 |
| 2 | CCN(CC)C(=O)CN(C#N)c1nc(OC)nc(N(C)C)n1 | 2.1 | 1 | -4 | 2 | -1 |
| 3 | O=C(CC(=O)c1ccccc1)Nc1ccccc1C(F)(F)F | -1.8 | 3 | 8 | -1 | 1 |
| 4 | CN(C)c1ccc(S(=O)(=O)NCC(=O)OCC(=O)Nc2cc(Cl)cc(Cl)c2)cc1[N+](=O)[O-] | 1.5 | -3 | 7 | -4 | -2 |
| 5 | O=C(N[C@@H](Cc1c[nH]c2ccccc12)C(=O)O)C1CCN(S(=O)(=O)c2cccs2)CC1 | 0.8 | -1 | -5 | 5 | 4 |
| 6 | O=C(Cc1cccs1)Nc1ccc2c(c1)C(=O)OC2 | 0.3 | 0 | -2 | -5 | 4 |

| nr | GLD-1 TGE inh | PME-1 primary | GSTO1 inh | PAD4 FP inh |
| --- | --- | --- | --- | --- |
| 1 | 4 | -1 | -6 | 0 |
| 2 | -5 | -2 | 2 | -13 |
| 3 | 3 | 6 | -7 | 2 |
| 4 | 6 | 5 | -1 | -1 |
| 5 | 6 | 1 | -2 | -3 |
| 6 | 0 | 1 | 2 | 0 |

Two entries drawn at random from the list so far, as already listed:
| nr | Compound | MEX-5 binding | Fam108B counter | MCL1-BIM inh | TPT1 inhibitor | BCLXL inh |
| --- | --- | --- | --- | --- | --- | --- |
| 2 | CCN(CC)C(=O)CN(C#N)c1nc(OC)nc(N(C)C)n1 | 2.1 | 1 | -4 | 2 | -1 |
| 1 | O=C(Nc1cccc2cccnc12)c1cccc([N+](=O)[O-])c1 | -1.5 | -1 | 1 | 0 | 0 |

| nr | GLD-1 TGE inh | PME-1 primary | GSTO1 inh | PAD4 FP inh |
| --- | --- | --- | --- | --- |
| 2 | -5 | -2 | 2 | -13 |
| 1 | 4 | -1 | -6 | 0 |

Part of the list above in another layout.
No.	SMILES	MEX-5 binding	Fam108B counter	MCL1-BIM inh	TPT1 inhibitor	BCLXL inh	GLD-1 TGE inh	PME-1 primary	GSTO1 inh	PAD4 FP inh
1	O=C(Nc1cccc2cccnc12)c1cccc([N+](=O)[O-])c1	-1.5	-1	1	0	0	4	-1	-6	0
2	CCN(CC)C(=O)CN(C#N)c1nc(OC)nc(N(C)C)n1	2.1	1	-4	2	-1	-5	-2	2	-13
3	O=C(CC(=O)c1ccccc1)Nc1ccccc1C(F)(F)F	-1.8	3	8	-1	1	3	6	-7	2
4	CN(C)c1ccc(S(=O)(=O)NCC(=O)OCC(=O)Nc2cc(Cl)cc(Cl)c2)cc1[N+](=O)[O-]	1.5	-3	7	-4	-2	6	5	-1	-1
5	O=C(N[C@@H](Cc1c[nH]c2ccccc12)C(=O)O)C1CCN(S(=O)(=O)c2cccs2)CC1	0.8	-1	-5	5	4	6	1	-2	-3
6	O=C(Cc1cccs1)Nc1ccc2c(c1)C(=O)OC2	0.3	0	-2	-5	4	0	1	2	0

Bioassay records (PubChem)
